Screening results as filed in PubChem BioAssay.
Lipid storage S3 – qHTS Assay for Lipid Storage Modulators in Drosophila S3 Cells; Drosophila S3 cells, BODIPY lipid droplet fluorescence, 18-24 h; cells fed with added oleic acid; lipid storage change, negative = inhibition, % at the top dose, mostly 46.1 µM; hits show Potency in µM; 320,000 tested, 0.64% active; active means well fitted inhibition curve with a large enough effect in the signal ratio, with a control signal flat, not every such curve was filed as active; inconclusive means small, poorly fitted or top-dose-only effect, or effect the other way, or a change in a side signal; the % refers to the signal ratio
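Laser-scanning cytometry quantifies lipid droplet accumulation (500–530 nm total intensity; droplet/cell object ratio) in oleic acid-fed (400 uM added) Drosophila S3 cells treated with a concentration series. 20 uM Triacsin C defined 100% inhibition.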
Lipid storage S3 cell count max – further read-out of Lipid storage S3, marked with its call; cell number change, %; measured here: cell count max response;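 cells counted by Cell Tracker Red CMTPX staining in the red channel; peak over a dose series mostly up to 46.1 µM; percent activity relative to internal control wells on each plate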
Numbers without * were called inactive; i = inactive; ? = inconclusive; / = no result given; [ ] = remark or other dose. On the % scale 0 is the no-effect control and ±100 the full control effect; potency means the concentration at half of the fitted maximal effect.

SMILES	Lipid storage S3	Lipid storage S3 cell count max
Cc1c(Cl)cccc1NC(=O)CN1CCC(NC(=O)C2CCCCC2)CC1	?	/
CC(C)N(Cc1cn(C)nc1-c1cccc(Cl)c1)Cc1nccn1C	17%	2
Cc1ccccc1C(=O)NC(NC(=S)Nc1ccc(S(N)(=O)=O)cc1)C(Cl)(Cl)Cl (stereo not drawn)	?	/
CCn1nnnc1-c1ccc(OC)c(S(=O)(=O)NCCc2ccccc2)c1	13%	-7
Cc1cc(C)nc(SCc2nnc(SCC(=O)Nc3nccs3)n2Cc2ccco2)n1	?	/
COCC(=O)Nc1ccc(Br)c(C)c1	14%[9.22 µM]	9
CN(C)c1cccc(NC(=O)CCc2ccccc2)c1	?	/
Cc1ccc(S(=O)(=O)NC(=O)Nc2nc(-c3ccc(F)c(F)c3)cs2)cc1	?	/
O=C(CN1C(=O)CSC1=O)Nc1ccc(C(=O)O)cc1	?	/
CCOC(=O)N1CCN(C(=O)CSc2ccc(-c3cccc(OC)c3)nn2)CC1	?	/
Cc1ccc(NC(=O)O/N=C/c2cccc([N+](=O)[O-])c2)cc1	13%	4
CC(C)Oc1ccc(S(=O)(=O)N2CCOCC2)cc1NC(=O)CN1C(=O)NC2(CCCC2)C1=O	?	/
O=C(NN1CCOCC1)c1cccc(COc2cccc(Br)c2)c1	?	/
Cc1ccc(OCC(=O)NNC(=O)C(C)Sc2ncnc3sc(C)c(C)c23)cc1 (stereo not drawn)	?	/
O=C(CNC(=O)N1CC(=O)Nc2ccccc21)NCCc1c[nH]c2ccccc12	?	/
CC(C)(C)NCc1cc(Br)ccc1OC1CCCC1	-1%	-9
O=C(Nc1ccc2[nH]ccc2c1)c1ccc(F)cc1	0%	17
Cc1[nH]n(-c2cccc(Cl)c2)c(=O)c1/C=N/n1c(C)nc2ccccc2c1=O	i	/
Cc1onc(-c2c(F)cccc2Cl)c1C(=O)Nc1nc2ccccc2[nH]1	?	/
CN1C(C(=O)NCc2cccc(C(F)(F)F)c2)CC2Cn3c(nc4cc5ccccc5cc43)C21 (stereo not drawn)	?	/

Some of the entries so far, with values under each structure.
Every second line gives: Lipid storage S3 | Lipid storage S3 cell count max
> Cc1cc(C)nc(SCc2nnc(SCC(=O)Nc3nccs3)n2Cc2ccco2)n1
→ ? | /
> Cc1ccc(S(=O)(=O)NC(=O)Nc2nc(-c3ccc(F)c(F)c3)cs2)cc1
→ ? | /
> CCn1nnnc1-c1ccc(OC)c(S(=O)(=O)NCCc2ccccc2)c1
→ 13% | -7
> O=C(CNC(=O)N1CC(=O)Nc2ccccc21)NCCc1c[nH]c2ccccc12
→ ? | /
> CC(C)(C)NCc1cc(Br)ccc1OC1CCCC1
→ -1% | -9
> Cc1ccc(OCC(=O)NNC(=O)C(C)Sc2ncnc3sc(C)c(C)c23)cc1 (stereo not drawn)
→ ? | /

Other structures:
SMILES	Lipid storage S3	Lipid storage S3 cell count max
CCN1CCC(=NNC(=O)c2ccco2)CC1	?	/
O=[N+]([O-])c1cccc(/C=C/c2nc3ccc([N+](=O)[O-])cc3[nH]2)c1	?	/
c1ccn(-c2ccc(N3CCOCC3)cc2)c1	?	/
O=S1(=O)c2ccccc2N=NN1Cc1ccc(Cl)c(Cl)c1	?	/
CCc1ccccc1NC(=O)N1C2CCCC1CC(NC(C)=O)C2 (stereo not drawn)	-4%	0
N#Cc1c(-c2ccccc2)nc(-c2cccnc2)[nH]c1=O	?	/
COc1ccc(NC(=O)CS(=O)c2ccccc2Cl)cc1 (stereo not drawn)	i[0.369 µM]	15
CCS(=O)(=O)N1CCN(C(=O)c2cccc(OC)c2)CC1	?	/
Cc1cccc(NC(=O)CSc2nnc(CNC(=O)c3ccco3)o2)c1C	?	/
CC(C(=O)NC1CCCc2ccccc21)N1CCN(c2ccc(F)cc2)CC1 (stereo not drawn)	1%	0

An excerpt of these results, with two lines to a compound.
Order of results – Lipid storage S3, Lipid storage S3 cell count max
N#Cc1c(-c2ccccc2)nc(-c2cccnc2)[nH]c1=O
  ?, /
COc1ccc(NC(=O)CS(=O)c2ccccc2Cl)cc1 (stereo not drawn)
  i[0.369 µM], 15
CCS(=O)(=O)N1CCN(C(=O)c2cccc(OC)c2)CC1
  ?, /
Cc1cccc(NC(=O)CSc2nnc(CNC(=O)c3ccco3)o2)c1C
  ?, /
CC(C(=O)NC1CCCc2ccccc21)N1CCN(c2ccc(F)cc2)CC1 (stereo not drawn)
  1%, 0

Other records:
SMILES	Lipid storage S3	Lipid storage S3 cell count max
CC(=O)c1cccc(N(CC(=O)N2CCCC2)S(C)(=O)=O)c1	?	/
COC(=O)CN1C(=S)N(C)C(=O)C1CC(=O)Nc1ccccc1 (stereo not drawn)	?	/
CCOC(=O)N1CCN(C(=O)CN(C2CCCCC2)S(=O)(=O)c2ccc(F)cc2)CC1	?	/
CN(C(=O)c1ccc(NC(=O)Cc2cccc(NC(=O)C3CCCN(C(=O)CCc4ccccc4)C3)c2)cc1)C1CCCC1 (stereo not drawn)	?	/
O=C(O)C1CCN(S(=O)(=O)c2cccs2)CC1	?	/
CC(=O)Nc1ccc(OCC(=O)NC(C)C(C)C)cc1 (stereo not drawn)	?	/
O=C(c1ccc(Br)s1)N1CCN(S(=O)(=O)c2ccccc2)CC1	?	/
O=C(CCc1nnc(C2CCCCC2)o1)NCc1ccc(F)c(F)c1	-23%	-2
COc1ccccc1CNC(=O)CNCC1CCCO1 (stereo not drawn)	9%	16
COc1ccc(NC(=O)CN2CCN(S(=O)(=O)c3ccc(Cl)cc3)CC2)cc1	i	-7

Reprinted from the part before: 2 entries, then new ones.
SMILES	Lipid storage S3	Lipid storage S3 cell count max
COc1ccccc1CNC(=O)CNCC1CCCO1 (stereo not drawn)	9%	16
COc1ccc(NC(=O)CN2CCN(S(=O)(=O)c3ccc(Cl)cc3)CC2)cc1	i	-7
N#CCCN(Cc1cccnc1)C(=O)c1sc2cc(F)ccc2c1Cl	-18%	-17
C=CCc1c(C)nc(SCc2nc3ccccc3c(=O)[nH]2)[nH]c1=O	i	-1
CCO[C@@H]1OC(C(=O)NC2CC2)=C[C@H](c2ccccc2)[C@H]1CCCO	-8%	4
O=C(O)c1ccc(Cl)c(S(=O)(=O)N(Cc2ccccc2)c2ccccc2)c1	?	/
Cc1nc(N)ncc1-c1ccc2c(c1)OCO2	?	/
COc1cccc(NC(=O)C2CCC2)c1	?	/
CCC(=O)Nc1ccccc1N1CCN(S(C)(=O)=O)CC1	-12%	-6
Cc1nc2ccccn2c1C(=O)N/N=C/c1cc(C)n(-c2ccc(Br)cc2)c1C	-5%	0
COc1ccc(Cc2nc3ccc(C(=O)NC4CCOC4)cc3o2)cc1 (stereo not drawn)	-6%	12
CN1CCN(C(=O)c2ccc(C3SCC(=O)N3Cc3ccco3)cc2)CC1 (stereo not drawn)	1%	3
COC(=O)c1cn(Cc2ccccn2)c(=O)c2ccccc12	?	/
O=C(COc1ccccc1)NCCc1cn2ccsc2n1	?	/
CS(=O)(=O)Nc1ccc(C2=NN(S(C)(=O)=O)C(c3ccccc3)C2)cc1 (stereo not drawn)	?	/
Cn1c(=O)c2c(nc(N3CCCCCC3)n2CC(O)COc2ccccc2)n(C)c1=O (stereo not drawn)	?	/
CCN1C(=O)N/C(=C/c2ccc(Sc3ccc(C)cc3)o2)C1=O	-16%	2
Cc1ccnc(NC(=O)CSc2nnc3c(n2)[nH]c2ccccc23)c1	?	/
COc1cc(C(=S)N2CCN(C)CC2)ccc1OCC(=O)NCc1ccccc1	?	/
COc1ccc2c(c1)C1C=CCC1C(c1cc3c(cc1Br)OCO3)N2 (stereo not drawn)	-13%	-1
Cc1ccnc(NC(=O)C2CCCN(S(=O)(=O)c3ccc4[nH]c(=O)ccc4c3)C2)c1 (stereo not drawn)	?	/
Cc1[nH]ccc(=O)c1OCc1c(Cl)cccc1Cl	?	/
Cc1cc(-c2ccccc2)nc(N/N=C/c2ccco2)n1	i	-5
C=CCN1C=CC(=CC=C(C#N)C#N)C=C1	?	/
COc1cccc(CNC(=O)c2cc(S(=O)(=O)N3CCCC3)cn2C)c1	-2%	3
O=C(c1ccc(Br)cc1)N1CCN(Cc2ccccc2)CC1	i	1
CC(=O)Nc1ccccc1-c1nc2ccccc2nc1OCC(=O)c1ccc(Cl)cc1	0%	-10
O=C(Nc1ccc2c(c1)OCO2)Nc1ccc2c(c1)OCO2	-4%	24
CC(NC(=O)C(=O)N1CCOCC1)C(c1cccs1)N1CCN(c2ccccc2)CC1 (stereo not drawn)	?	/
C=CCC(NCc1ccco1)c1ccc(OC)c(OC)c1 (stereo not drawn)	23µM*	/
O=C(c1ccccc1-c1nc2ccccc2[nH]1)N1CCCCC1	17%	-16
COc1ccc(C[C@H]2CN3C(=NC[C@@H]3Cc3ccc(O)cc3)N2C[C@H](C)NC(=O)c2ccc(C)c(Br)c2)cc1	?	/

In another format: results already given
| Molecule | Lipid storage S3 | Lipid storage S3 cell count max |
| --- | --- | --- |
| COc1cccc(CNC(=O)c2cc(S(=O)(=O)N3CCCC3)cn2C)c1 | -2% | 3 |
| Cc1cc(-c2ccccc2)nc(N/N=C/c2ccco2)n1 | i | -5 |

The listing continues:
SMILES	Lipid storage S3	Lipid storage S3 cell count max
COc1ccc(C(CNC(=O)c2[nH]c(C)c(C(C)=O)c2C)N2CCOCC2)cc1 (stereo not drawn)	?	/
COc1ccc2[nH]c3c(c2c1)CCNC3C1CC=C(C)CC1 (stereo not drawn)	?	/
CCCCn1c(N)c(N(CCC(C)C)C(=O)CN2C(=O)C3CCCCC3C2=O)c(=O)[nH]c1=O (stereo not drawn)	?	/
Cc1ccc(-n2c(C)cc(/C=N/Nc3ccc([N+](=O)[O-])cn3)c2C)cc1	?	/
CC(C)(C)C(=O)N1CCC(O)(CS(=O)(=O)Cc2ccc(Cl)cc2)CC1	-3%	9
CCOC(=O)c1c(N)c2cc([N+](=O)[O-])ccc2n1C	-2%	-1
CSCCC(NC(=O)C1CCC(C)CC1)C(=O)O (stereo not drawn)	i	/
CC(C)(C)N(C=C(Cl)Cl)C(=O)NC1CCCCC1	?	/
CCOc1cc(/C=N/NC(=O)c2ccc(CSc3nncn3C)cc2)ccc1OCC(=O)N1CCOCC1	25%	/
C=CCn1c(C)cc(C(=O)COC(=O)c2ccc(N)c([N+](=O)[O-])c2)c1C	13%	5
COc1ccc(C(=O)NCCCn2cccn2)cc1OC1CCN(C(C)=O)CC1	21%	4
C=C(C)CNC(=S)N/N=C/C1=CCC2CC1C2(C)C (stereo not drawn)	?	/
CCc1ccc(-c2cc(C)no2)cc1S(=O)(=O)N1CCN(c2ccccc2OC)CC1	-27%	23
CCOc1cc(/C=C2\C(=N)N3N=C(S(C)(=O)=O)SC3=NC2=O)ccc1OCCOc1cccc(OC)c1	?	/
CC(C)Cn1c(N)c(C(=O)COC(=O)Cc2cccc(C(F)(F)F)c2)c(=O)n(C)c1=O	?	/
C=CCN(c1ccccc1)S(=O)(=O)c1cccc(C(=O)N2CCCC2)c1	?	/
CNC(=O)C1CC(=O)N(CCCc2ccccc2)C(=Nc2ccccc2)S1 (stereo not drawn)	-2%	-1
Cc1cc(C)cc(N(CC(=O)N2CCN(Cc3ccccc3)CC2)S(=O)(=O)c2c(C)noc2C)c1	?	/
CCOC(=O)c1ccccc1NC(=O)CN1CCC(n2nnc3cc(C(F)(F)F)ccc32)CC1	8%	6
Cc1ccc(NS(=O)(=O)c2cccc(C(=O)N(C)Cc3cccs3)c2)cc1	4%	10
O=C(c1ccco1)N1CCN(c2ncnc3c(-c4ccc(Cl)cc4)nsc23)CC1	?	/
CCCCC(=O)Nc1ccc(Br)cc1C(=O)O	?	/
CC(C)(C)C1CCC(C(=O)Nc2nccs2)CC1 (stereo not drawn)	?	/
CN(CC(=O)Nc1ccc(Cl)c(C(F)(F)F)c1)C(=O)C1CC(=O)N(Cc2ccco2)C1 (stereo not drawn)	?	/
CN(C1=NC(=O)CS1)c1ccc(O)cc1	?	/
COc1cccc(-n2nnnc2SCC(=O)Nc2ccc3c(c2)OCCO3)c1	?	/
COCCNC(=O)c1ccc(CN2CCc3ccccc3C2)cc1	-1%	15
C/C(=N\NC(=O)c1cc2ccccc2cc1O)c1ccc2c(c1)OCO2	?	/
CCC(=O)c1cc2c(C)cc(=O)oc2c(C)c1OC(C)=O	?	/
CC(C)Cn1c(-c2ccc(Br)o2)n[nH]c1=S	7%	/
O=C(COc1ccc2c(-c3ccccc3)cc(=O)oc2c1)NCc1cccs1	0%	/
CCN1Cc2c(/C=C/c3ccccc3)nc3ccc(OC)cc3c2N(c2cccc(Cl)c2)C1	-8%	-7
Cc1ccc(C(=O)NC2CC(C)(C)NC(C)(C)C2)cc1Cl	?	/
COc1ccc(OC)c(C(c2nnnn2Cc2ccccc2)N2CCC(C(N)=O)CC2)c1 (stereo not drawn)	?	/
Cc1c(C(=O)N2CCCC2)c(S(=O)(=O)Nc2ccccc2Cl)c(C)n1C	?	/
CCOC(=O)/C(C#N)=C\C1=C(N2CCOCC2)CC(C)(C)OC1	?	/
CNC(=O)COc1ccc(C=O)cc1OC	?	/
COc1ccc(C)cc1S(=O)(=O)N1CCCC(C(=O)N2CCN(c3ccccc3F)CC2)C1 (stereo not drawn)	?	/
Cc1ccc(SCC(=O)NC(=O)NCc2ccco2)c(C)c1	i	/
CCCCCC(=O)NN1C(=S)N(c2ccc(OC)cc2)C(=O)C1CC(=O)Nc1ccccc1 (stereo not drawn)	-20%	-16
Cc1ccc(C(=O)c2sc3c(c2N)c(=O)[nH]c(=O)n3CCc2ccccc2)cc1	?	/
COc1ccc(OC)c(NC(=O)C2C3C=CC(C3)C2C(=O)NCc2cccnc2)c1 (stereo not drawn)	?	/

A portion of the library; the hit share may differ from the screen's.
